# NS5 inhibitors – Dengue-2 NS5 methyltransferase inhibitors, primary screen, biochemical, confirmation dose response (AID 588689) | Dengue-2 NS5 methyltransferase capping enzyme assay, biochemical; higher % means a stronger effect | one-dose inhibition, % at 25 µM; IC50 in µM for titrated hits | hit rate 0.3% among 340,000; in the data active means a potency from the dose series; inconclusive means inhibition above about 29% without an active follow-up result
# Rac1 GTP hydrolysis – MgcRacGAP GTPase-activating activity inhibitors, confirmation, biochemical, ADP Hunter fluorescence | Rac GTPase-activating protein 1 (Homo sapiens) | MgcRacGAP-stimulated Rac1 GTP hydrolysis, ADP Hunter fluorescence; higher % means a stronger effect; GST-tagged Rac1 F28L mutant substrate | inhibition, % at 30 µM, or IC50 in µM where a hit was titrated | hit rate 0.6% among 340,000 | AID 624330, 2012;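 active means first-screen hits whose inhibition reached a set limit at any dose in the follow-up dose series; inconclusive means inhibition above the set first-screen limit but never retested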;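 further: fluorescence reports GDP produced by GAP-driven GTP hydrolysis; strong numbers were not always called active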
# RSV CPE inhibition – RSV antiviral activity via CPE protection, HEp-2 cells, primary 10 µM value included (AID 2391). HEp-2 cells, RSV-induced CPE inhibition; higher % means a stronger effect. CPE inhibition, % at 10 µM; hits with a dose series show IC50 in µM. hit rate 0.13% among 310,000; in the data active means a potency from the dose series; inconclusive means CPE inhibition mostly from about 23% at the one dose, without a potency; inactive means the rest, 99 in 100 with CPE inhibition below about 21%; further: strong numbers were not always called active
# ER stress rescue – rescue of cells from ER stress-induced death, primary screen, 384-well, CSM14.1, thapsigargin, ATP luminescence (AID 1222) | 190,000 tested, under 10 active | CSM14.1 thapsigargin-induced death rescue, ATP luminescence; higher % means a stronger effect | cellular ATP content (survival), % at 20 µM, or EC50 in µM where a hit was titrated;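 active means EC50 below 50 µM in the dose-response confirmation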;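 further: death triggered by thapsigargin at about 15 µM added after 2 h compound pretreatment; cell ATP read after overnight thapsigargin exposure of roughly 18 to 22 hours; normalized against plate controls of thapsigargin alone and 5% DMSO vehicle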
# GPR35 arrestin U2OS – GPR35 antagonists blocking zaprinast-driven arrestin recruitment, primary screen, imaging, U2OS, beta-arrestin-GFP, zaprinast agonist (AID 2058); G-protein coupled receptor 35 (Homo sapiens); U2OS GPR35 beta-arrestin-GFP translocation imaging, zaprinast antagonism; higher % means a stronger effect; inhibition, % at 10 µM; hits with a dose series show IC50 in µM; hit rate 0.052% among 290,000;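 active means inhibition of at least 50% with at least 30 cells and total cytoplasm GFP at most 10,000,000; inconclusive means under 30 cells or total GFP of 10,000,000 plus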
# Large T inhibition – SV40 large T antigen inhibitors, biochemical (AID 1903) | inhibition, % at 20 µM, or IC50 in µM where a hit was titrated | SV40 large T antigen ATPase/helicase inhibition assay; higher % means a stronger effect | hit rate 0.39% among 310,000; in the data active means a potency from the dose series; inconclusive means inhibition mostly from about 32% at the one dose, without a potency; inactive means the rest, 99 in 100 with inhibition below about 32%; further: strong numbers were not always called active
# LYP phosphatase – inhibitors of LYP phosphatase, biochemical, fluorescence intensity, uHTS (AID 1779). Tyrosine-protein phosphatase non-receptor type 22 (Homo sapiens). recombinant LYP phosphatase, fluorescence intensity; higher % means a stronger effect. one-dose inhibition, % at 11.5 µM; IC50 in µM for titrated hits. hit rate 0.054% among 290,000; in the data active means inhibition above about 50%;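 further: plate controls were vehicle with enzyme for no effect and no enzyme for full effect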
# Salmonella PhoP GFP – inhibitors of PhoP regulon expression, primary screen, Salmonella Typhimurium, GFP reporter (AID 1863); hit rate 0.16% among 300,000; inhibition, % at 50 µM, or IC50 in µM where a hit was titrated; S. Typhimurium PhoP-regulated promoter GFP reporter, 4 h; higher % means a stronger effect;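 active means inhibition over 29.93%, a cutoff 3 SD above the screen mean, later confirmed by dose response; inconclusive means inhibition over 29.93% but no dose response follow-up; inactive means inhibition at most 29.93% or unconfirmed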;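 further: 0% = low Mg2+ inducing control and 100% = high Mg2+ repressing control; strong numbers were not always called active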
# West Nile virus CPE – West Nile virus antiviral activity, cell-based, CPE readout (AID 1621); West Nile virus-infected cells, CPE inhibition; higher % means a stronger effect; CPE inhibition, % at 10 µM; hits with a dose series show IC50 in µM; hit rate 0.02% among 290,000; in the data active means a potency from the dose series; inconclusive means CPE inhibition mostly from about 3.7% at the one dose, without a potency; inactive means the rest, 99 in 100 with CPE inhibition below about 2.2%; further: strong numbers were not always called active
# NS5 inhibitors pilot replicate – also measured in NS5 inhibitors; calls as there; inhibition, %; measured here: pilot screen replicate inhibition
# * = called active by the depositor; ? = inconclusive; nt = no result given. Outcome played no part in choosing rows (roughly 1.5% active in at least one column).
SMILES,NS5 inhibitors,Rac1 GTP hydrolysis,RSV CPE inhibition,ER stress rescue,GPR35 arrestin U2OS,Large T inhibition,LYP phosphatase,Salmonella PhoP GFP,West Nile virus CPE,others
COC(=O)C1=C(C)NC(=S)NC1c1ccc(OC(=O)c2ccco2)cc1 (centres undefined),-13%,-3%,1.1%,0.8%,-12%,29%,-5%,-2%,0.4%,
CCN(CC)c1ccc(NC(=O)c2cnc3ccccn3c2=O)c(C)c1,1%,8%,1.4%,-0.3%,-2%,16%,-3%,-1%,-0.1%,
S=C(NCC1CCCO1)NC12CC3CC(CC(C3)C1)C2 (centres undefined),0%,0%,5.9%,-1.1%,-18%,-18%,-1%,6%,-0.3%,
CCOC(=O)C1CCN(Cc2nc3ccccc3c(=O)n2-c2ccc(F)cc2)CC1,4%,4%,0.3%,-0.3%,10%,4%,-2%,-7%,nt,
O=C(Nc1ccc(S(=O)(=O)N2CCC(C(=O)NC3CCCCC3)CC2)cc1)c1ccco1,2%,1%,1.0%,-1.6%,-8%,1%,-5%,-9%,-0.8%,
COCCOc1cc(Nc2nnc(C(F)(F)F)s2)c(Cl)cc1Cl,-9%,5%,14%,5.3%,1%,4%,-4%,-4%,-1.8%,
C(=N\N1CCN(Cc2ccccc2)CC1)/c1cccs1,-5%,11%,-0.4%,0.0%,1%,3%,-1%,9%,0.2%,
Cc1cccc(NS(=O)(=O)c2ccc3c(c2)OCCO3)c1,-2%,6%,10%,-1.5%,-5%,5%,-2%,18%,-1.0%,
CNc1ccc(Cl)cc1C(N)=O,-3%,7%,nt,nt,1%,4%,-6%,-4%,0.0%,
Clc1cccc(OCc2nnc(-c3ccccc3Br)o2)c1,2%,5%,?,nt,5%,3%,-3%,5%,-1.3%,
COc1ccc(NC(=S)N2CCC(NC(=O)c3ccc(F)cc3)CC2)cc1,3%,6%,2.1%,nt,0%,5%,-13%,8%,-0.5%,
COCCCNC(=O)c1cc(Sc2ccc(F)cc2)nc2ccccc12,3%,-16%,1.2%,-2.2%,-2%,3%,3%,3%,-1.1%,
COc1ccc(CN(C)C(C)C(=O)Nc2ccc([N+](=O)[O-])cc2Cl)cc1OC (centres undefined),-7%,-3%,7.2%,-0.7%,2%,5%,3%,2%,1.4%,
O=C(O)CCC(=O)Nc1cccc(C(=O)c2ccccc2)c1,-6%,9%,3.9%,nt,-5%,14%,-6%,0%,0.3%,
Cc1ccccc1C1CCCN(C(=O)c2cc(COc3c(F)cccc3F)on2)C1 (centres undefined),0%,6%,39%,2.7%,-8%,16%,-3%,3%,-1.4%,
Cc1ccc(NC(=O)CSc2nc(N)c3cc4c(nc3n2)CCCC4)cc1,-6%,5%,5.8%,-1.5%,-10%,11%,-2%,24%,-0.2%,
O=C(CSc1nnc(NC(=O)c2ccccc2)s1)NC1CCCC1,-13%,-1%,1.8%,nt,24%,3%,-8%,6%,-0.1%,
CN(C)CCCN(C(=O)c1ccc(S(=O)(=O)N(C)C)cc1)c1nc2ccc(F)cc2s1,-1%,5%,0.2%,nt,-1%,13%,-3%,5%,0.0%,
CCc1cccc(C)c1NC(=O)CNCc1ccccc1,5%,21%,-0.1%,-3.6%,-14%,2%,-9%,6%,-0.5%,
CCCCN(C)CC(O)Cn1cc(/C=C/C(=O)c2ccc(C)cc2)c2ccccc21 (centres undefined),-14%,6%,-2.3%,nt,8%,2%,-15%,0%,-2.3%,
COC(=O)c1ccccc1NC(=O)C1CCCO1 (centres undefined),-1%,7%,0.6%,-0.8%,2%,3%,-7%,3%,-0.3%,
COC(=O)Cc1cc(=O)n2c(nc3ccccc32)[nH]1,-4%,4%,1.6%,nt,nt,17%,nt,-4%,-0.2%,
CC(=O)c1cccc(NC(=O)CSC(=O)c2ccccc2)c1,0%,8%,1.5%,1.2%,-7%,11%,-3%,-6%,0.1%,
COc1ccc(OC)c(NC(=O)CN2CCN(C(=O)c3ccco3)CC2)c1,-13%,2%,0.4%,1.3%,1%,4%,-4%,8%,-0.3%,
Cc1cc(C)c2c(c1)c1nnc(SCCN3CCOCC3)nc1n2C,-1%,16%,nt,nt,-11%,nt,-7%,nt,-0.4%,
COc1cc(/C=C/C(=O)O)cc(S(=O)(=O)N(CC(C)C)CC(C)C)c1OC,-6%,4%,-1.2%,0.2%,6%,23%,-5%,0%,0.0%,
CC(=O)C1=C(C)NC(C)=C(C(C)=O)C1c1cn(-c2ccccc2)nc1-c1cccs1,5%,16%,-1.5%,0.3%,-1%,-1%,-3%,-4%,-0.5%,
Cc1cc(C)c(NC(=O)C2C3/C=C\CCCCC32)c(C)c1 (centres undefined),-3%,0%,2.8%,4.1%,0%,8%,-6%,-10%,-0.2%,
O=C(Nc1cccc(F)c1)OC(CN1CCCCC1)C(F)(F)F (centres undefined),3%,6%,1.1%,0.9%,-10%,11%,-6%,0%,1.2%,
COc1cccc(CNCCSc2nnnn2C)c1,-5%,4%,-0.1%,-3.0%,0%,13%,-8%,2%,0.9%,
CCc1cc2c(=O)[nH]c(-c3ccncc3)nc2s1,-3%,8%,0.9%,-2.1%,-3%,6%,-4%,-5%,0.4%,
CCc1c(O)nc2sc3ccccc3n2c1=O,3%,4%,0.6%,-0.9%,12%,6%,-5%,-8%,0.4%,
COc1ccc(N2CCN(C(=O)CSc3ncnc4c3cnn4-c3ccc(OC)cc3)CC2)cc1,-1%,-1%,nt,-0.9%,-15%,nt,-6%,nt,nt,
Cc1nn(CCC(=O)NNC(=S)Nc2ccc(Cl)cc2)c(C)c1[N+](=O)[O-],-11%,3%,1.0%,-0.9%,-6%,18%,-4%,-1%,-0.7%,
Cc1c(OCc2ccc(C(=O)O)o2)ccc2c3c(c(=O)oc12)CCC3,0%,10%,-1.1%,0.5%,-6%,18%,5%,3%,0.0%,
OCC#CCSc1nnc(-c2ccncc2)o1,-10%,-1%,-0.2%,-1.3%,-10%,19%,-8%,7%,-0.5%,NS5 inhibitors pilot replicate=-7.9
Cc1cc(NC(=O)CSc2nnc(C)n2-c2ccccc2C)no1,-1%,2%,2.6%,-0.1%,0%,35%,-7%,3%,-0.5%,
COc1ccc(N/C(C)=C/C(=S)Nc2ccccc2)cc1,-5%,13%,11%,4.4%,-6%,16%,-4%,14%,-0.8%,
CCN(CC(=O)N1CCN(Cc2ccccc2)CC1)S(=O)(=O)c1ccccc1,-5%,9%,1.6%,nt,0%,8%,-7%,-5%,-0.1%,
Cc1c(NC(=O)COc2cccc(Cl)c2Cl)c(=O)n(-c2ccccc2)n1C,4%,6%,1.0%,nt,nt,4%,nt,-4%,nt,
O=C(CN1C(=O)C2(OCCCO2)c2ccccc21)NCCc1ccccc1,0%,4%,-1.8%,-3.9%,9%,10%,1%,-7%,-0.3%,
O=C1CC(NCCC2=CCCCC2)C(=O)N1c1cccc(Cl)c1Cl (centres undefined),nt,nt,-1.4%,-3.2%,14%,18%,3%,4%,-0.1%,
CN1CCN(C(=S)Nc2cccc(Cl)c2)CC1,-8%,5%,2.3%,-5.4%,0%,8%,-6%,-2%,0.3%,
C/C(CC(=O)Nc1cccc(C(F)(F)F)c1)=N\NC(=O)Cc1ccccc1,-3%,-6%,1.0%,-2.1%,-9%,8%,-4%,-5%,-0.4%,
Cc1cc(C)cc(Oc2nc(-c3ccccc3)cc(C)c2S(C)(=O)=O)c1,-13%,2%,?,1.2%,-3%,9%,-2%,6%,0.9%,
CC(=O)N(Cc1ccc(F)cc1)C1=C(NCCc2ccccc2)C(=O)c2ccccc2C1=O,6%,7%,-2.0%,-2.1%,6%,11%,-1%,-4%,3.3%,

# 4 compounds already listed, sorted by count of non-hydrogen atoms, ascending.
SMILES,NS5 inhibitors,Rac1 GTP hydrolysis,RSV CPE inhibition,ER stress rescue,GPR35 arrestin U2OS,Large T inhibition,LYP phosphatase,Salmonella PhoP GFP,West Nile virus CPE,others
CCc1cc2c(=O)[nH]c(-c3ccncc3)nc2s1,-3%,8%,0.9%,-2.1%,-3%,6%,-4%,-5%,0.4%,
Cc1cc(NC(=O)CSc2nnc(C)n2-c2ccccc2C)no1,-1%,2%,2.6%,-0.1%,0%,35%,-7%,3%,-0.5%,
Cc1c(OCc2ccc(C(=O)O)o2)ccc2c3c(c(=O)oc12)CCC3,0%,10%,-1.1%,0.5%,-6%,18%,5%,3%,0.0%,
C/C(CC(=O)Nc1cccc(C(F)(F)F)c1)=N\NC(=O)Cc1ccccc1,-3%,-6%,1.0%,-2.1%,-9%,8%,-4%,-5%,-0.4%,

# 7 records picked at random from the list so far:
SMILES,NS5 inhibitors,Rac1 GTP hydrolysis,RSV CPE inhibition,ER stress rescue,GPR35 arrestin U2OS,Large T inhibition,LYP phosphatase,Salmonella PhoP GFP,West Nile virus CPE,others
COc1ccc(N2CCN(C(=O)CSc3ncnc4c3cnn4-c3ccc(OC)cc3)CC2)cc1,-1%,-1%,nt,-0.9%,-15%,nt,-6%,nt,nt,
C/C(CC(=O)Nc1cccc(C(F)(F)F)c1)=N\NC(=O)Cc1ccccc1,-3%,-6%,1.0%,-2.1%,-9%,8%,-4%,-5%,-0.4%,
CCN(CC(=O)N1CCN(Cc2ccccc2)CC1)S(=O)(=O)c1ccccc1,-5%,9%,1.6%,nt,0%,8%,-7%,-5%,-0.1%,
CC(=O)N(Cc1ccc(F)cc1)C1=C(NCCc2ccccc2)C(=O)c2ccccc2C1=O,6%,7%,-2.0%,-2.1%,6%,11%,-1%,-4%,3.3%,
Cc1c(OCc2ccc(C(=O)O)o2)ccc2c3c(c(=O)oc12)CCC3,0%,10%,-1.1%,0.5%,-6%,18%,5%,3%,0.0%,
CCc1c(O)nc2sc3ccccc3n2c1=O,3%,4%,0.6%,-0.9%,12%,6%,-5%,-8%,0.4%,
Cc1cc(NC(=O)CSc2nnc(C)n2-c2ccccc2C)no1,-1%,2%,2.6%,-0.1%,0%,35%,-7%,3%,-0.5%,

# High-throughput results from PubChem.
